# Screening results from PubChem BioAssay.
# TrxR1 substrate: qHTS Assay for Substrates of Mammalian Selenoprotein Thioredoxin Reductase 1 (TrxR1): qHTS | Thioredoxin reductase 1, cytoplasmic (Rattus norvegicus), O89049 | purified TrxR1 substrate turnover, NADPH consumption readout | Potency, µM (top dose mostly 114 µM), for the others: top-dose activity change, negative = substrate turnover | 390,000 tested, 0.01% active; note: potency is the fitted concentration of half-maximal effect; % is set by controls: 0 for no effect and ±100 for the full control effect; nearly all actives have a fitted effect of over 50% in size
# Target sequence (O89049 whole entry, looked up): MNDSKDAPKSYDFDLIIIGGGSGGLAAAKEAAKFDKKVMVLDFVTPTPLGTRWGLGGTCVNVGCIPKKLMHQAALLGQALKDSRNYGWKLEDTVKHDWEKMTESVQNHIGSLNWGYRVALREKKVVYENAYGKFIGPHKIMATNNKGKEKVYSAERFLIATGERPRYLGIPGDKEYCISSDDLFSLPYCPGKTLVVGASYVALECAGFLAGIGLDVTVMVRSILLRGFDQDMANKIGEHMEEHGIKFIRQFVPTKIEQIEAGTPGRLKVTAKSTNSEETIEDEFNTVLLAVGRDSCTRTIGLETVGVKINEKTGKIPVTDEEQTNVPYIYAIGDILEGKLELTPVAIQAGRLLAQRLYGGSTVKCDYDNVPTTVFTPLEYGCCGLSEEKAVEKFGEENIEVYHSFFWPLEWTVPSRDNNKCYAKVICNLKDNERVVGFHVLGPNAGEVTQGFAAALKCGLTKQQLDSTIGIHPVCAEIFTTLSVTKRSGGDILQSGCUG
#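 Rat TrxR1, dispensed at 90 nM, was prereduced with 400 uM NADPH (final) for 5 min at ~22 deg C, then incubated with compound 15 min before 400 uM selenite. A first-read NADPH fluorescence drop versus no-compound background flagged substrates.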
# Vif-APOBEC3G blk: qHTS for Inhibitors of Vif-A3G Interactions: qHTS | DNA dC->dU-editing enzyme APOBEC-3G (Homo sapiens), Q9HC16 | HeLa A3G-eYFP + Vif (tagged APOBEC3G with the HIV-1 protein that degrades it), YFP fluorescence, overnight | Potency, µM (doses to about 46.1 µM), inactives show top-dose activity, negative = active, actives largely listed as inhibitors | 410,000 tested, 0.076% active | AID 602310, 2012;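 note: potency is the fitted concentration of half-maximal effect; % is set by controls: 0 for no effect and ±100 for the full control effect; nearly all actives have a fitted effect of over 60% in size; hits raise eYFP signal because A3G escapes Vif-driven loss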
# Target sequence (Q9HC16 whole entry, looked up): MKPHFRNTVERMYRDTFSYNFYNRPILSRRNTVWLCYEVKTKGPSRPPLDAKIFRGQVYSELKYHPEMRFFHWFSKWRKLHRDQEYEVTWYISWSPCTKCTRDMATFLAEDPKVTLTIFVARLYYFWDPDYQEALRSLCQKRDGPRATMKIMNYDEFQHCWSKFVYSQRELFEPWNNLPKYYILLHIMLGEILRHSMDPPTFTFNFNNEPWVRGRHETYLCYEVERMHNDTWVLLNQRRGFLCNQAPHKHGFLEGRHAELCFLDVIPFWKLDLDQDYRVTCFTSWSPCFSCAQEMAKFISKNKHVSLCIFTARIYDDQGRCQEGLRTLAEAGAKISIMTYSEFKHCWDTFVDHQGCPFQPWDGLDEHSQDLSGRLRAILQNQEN
#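 HeLa cells stably expressing Vif and C-terminally eYFP-tagged A3G, seeded overnight at 37 deg C, then exposed to compound by pintool overnight at 37 deg C. Rise in yellow fluorescence (Ex 488/Em 500-530, Acumen) marks blocked Vif-driven A3G degradation.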
# mIDH1 inhibitor: qHTS for Inhibitors of mutant isocitrate dehydrogenase 1 (IDH1): qHTS; 390,000 tested, 0.093% active; AID 602179, 2012; Potency, µM (series often up to 76.6 µM), inactives show at the top dose activity change, negative = inhibition, hits mostly inhibitors; IDH1-R132H enzyme, NADPH consumption, diaphorase/resazurin fluorescence; note: potency is the fitted concentration of half-maximal effect; % is set by controls: 0 for no effect and ±100 for the full control effect; nearly all actives have a fitted effect of over 65% in size
#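 IDH1-R132H (0.5 ug/mL dispensed) in pH 7.5 Tris buffer was preincubated 30 min with compound, then given a substrate mix of 0.016 mM NADPH and 2 mM alpha-KG for 80 min at room temperature; remaining NADPH was read by diaphorase/resazurin fluorescence.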
# LDHA inh: qHTS assay for inhibitors of human lactate dehydrogenase; L-lactate dehydrogenase A chain (Homo sapiens), P00338; purified LDHA, NADH/diaphorase-resazurin fluorescence; stronger effect = lower value; activity change, % (values are at about 110 or 230 µM); 480,000 tested, 0.15% active; AID 1347041, 2019; in the data active = activity change below about -30%; inconclusive = mostly about -25% to -30%;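 note: plate controls were DMSO wells for no effect and wells without enzyme for full effect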
#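 LDH5 2 nM; NADH 0.06 mM, pyruvate 0.2 mM; 200 mM Tris pH 7.4, EDTA, Tween-20; 5 min RT. Detection: diaphorase 0.133 mg/mL + resazurin 37 µM, fluorescence ex540/em590 at 0 and 20 min; normalized to enzyme-free and DMSO wells.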
# USP1-UAF1 inh: Inhibitors of USP1/UAF1: Primary Screen; 390,000 tested, 0.23% active; recombinant USP1/UAF1, Ub-Rhodamine cleavage fluorescence; AID 743255, 2014; Potency, µM (top dose mostly 57.1 µM), for the others: at the highest dose activity change, negative = inhibition, most hits filed as inhibitors; note: potency is the fitted concentration of half-maximal effect; % is set by controls: 0 for no effect and ±100 for the full control effect; nearly all actives have a fitted effect of over 60% in size; inactives centre near -12
#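 1 nM enzyme complex + cpd, 15 min RT; start with Ub-Rho 150nM final; kinetic fluorescence ex 480/em 540, 6 reads q60 s. Buffer 50mM HEPES pH 7.8, 0.5mM EDTA, 0.1 mg/ml BSA, 1mM TCEP, 0.01% Tween-20.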
# TrxR1 inh: qHTS Assay for Inhibitors of Mammalian Selenoprotein Thioredoxin Reductase 1 (TrxR1): qHTS; Thioredoxin reductase 1, cytoplasmic (Rattus norvegicus), O89049; recombinant rTrxR1, NADPH fluorescence consumption, selenite substrate; Potency, µM (highest dose often 114 µM), for the others: at the highest dose activity change, negative = inhibition, actives largely listed as inhibitors; 390,000 tested, 1% active; note: potency is the fitted concentration of half-maximal effect; % is set by controls: 0 for no effect and ±100 for the full control effect; nearly all actives have a fitted effect of over 65% in size
#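 Rat TrxR1 (90 nM in the dispensed reagent) was pre-reduced with 400 uM NADPH for 5 min at room temperature, then incubated with compound for 15 min. After 400 uM selenite was added, NADPH fluorescence (Ex 340/Em 450 nm) was followed for 8 min.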
# RGS4 inhibitor: Inhibitors of Regulator of G Protein Signaling (RGS) 4: qHTS; Regulator of G-protein signaling 4 (Homo sapiens), P49798; Transcreener GDP fluorescence polarization, RGS4-accelerated GTP hydrolysis; Potency, µM (doses to about 114 µM), without a hit: top-dose activity change, negative = inhibition, actives largely listed as inhibitors; 390,000 tested, 0.039% active; note: potency is the fitted concentration of half-maximal effect; % is set by controls: 0 for no effect and ±100 for the full control effect; nearly all actives have a fitted effect of over 75% in size; some results filed as inactive show a strong effect at the top dose
# Target sequence (P49798 whole entry, looked up): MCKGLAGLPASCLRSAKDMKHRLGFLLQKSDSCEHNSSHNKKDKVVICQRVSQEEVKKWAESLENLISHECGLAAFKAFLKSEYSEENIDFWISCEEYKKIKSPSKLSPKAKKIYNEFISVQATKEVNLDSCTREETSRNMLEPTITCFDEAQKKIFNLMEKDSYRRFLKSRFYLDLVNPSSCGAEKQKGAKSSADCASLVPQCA
#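 MLSMR compounds (23 nl, pin-transferred) preincubated 10 min at room temperature with a 500nM (2x) first reagent, then RGS4 at 900nM (2x) plus Transcreener GDP mix added; fluorescence polarization (620/688 nm) read before and after 90 min at 30 °C.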
# Glioma ERSR ind: qHTS for Inducers of the Endoplasmic Reticulum Stress Response (ERSR) in Human Glioma: qHTS. U87-MG GRP78 promoter luciferase reporter, 16 h. AID 602332, 2012. Potency, µM, inactives show at the highest dose activation, hits mostly activators. 420,000 tested, 0.02% active; note: potency is the fitted concentration of half-maximal effect; series mostly up to about 76 µM; % of control where 0% means no effect; nearly all actives have a fitted effect of over 35% in size
#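 ERSR induction read as luciferase luminescence (Bright-Glo, 10 min at room temperature) in stably transfected human U87-MG glioma cells exposed to compounds for 16 h, using GRP78 as sensor.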
# Vif-APOBEC3F blk: qHTS for Inhibitors of Vif-A3F Interactions: qHTS; AID 602313, 2012; HeLa A3F-eYFP + Vif (tagged APOBEC3F with the HIV-1 protein that degrades it), YFP fluorescence increase; Potency, µM (titrated, usually from 46.1 µM), inactives show at the top dose activity, negative = active; 390,000 tested, 0.2% active; note: potency is the fitted concentration of half-maximal effect; % of control where 0% means no effect; nearly all actives have a fitted effect of over 65% in size
#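 HeLa cells stably expressing Vif plus C-terminally eYFP-tagged A3F were seeded, incubated overnight at 37 deg C, dosed with compound, incubated overnight again at 37 deg C. Yellow fluorescence (Ex 488/Em 500-530) reported blocked Vif-mediated A3F-eYFP degradation.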
# Starred values were filed as active, the others as inactive; ? = inconclusive; . = no result given; [ ] = remark or other dose. Unless noted, calls come from the whole dose curve; as a rule, active = well fitted curve in the direction sought with a large enough effect; inconclusive = small, poorly fitted or top-dose-only effect, or another doubt; inactive = no such curve, though single readings can be large; an effect the other way counts as inactive or inconclusive. This is a subset; rates above refer to the full screens.
no.	SMILES	TrxR1 substrate	Vif-APOBEC3G blk	mIDH1 inhibitor	LDHA inh	USP1-UAF1 inh
1	CCCCN1C2=NCCCN2c2ccccc21	0%	-2%	0%	-4	-5%
2	Cc1ccc([C@H]2C[C@@H](O)[C@H](n3cc(COC(=O)c4ccccc4)nn3)CN2Cc2cccs2)cc1	.	-1%	15%	0	-5%
3	CC(Sc1nc2nn(-c3ccccc3)c(=O)c-2c2n1CCCCC2)C(N)=O (stereo not drawn)	7%[57.1 µM]	1%	2%	0	-17%
4	O=C(NC1CCC(O)CC1)c1cc(Cl)c2c(c1)OCCO2 (stereo not drawn)	7%[57.1 µM]	-7%	1%	-3	-9%
5	C[C@@H]1CN([C@H](C)CO)C(=O)CCCn2nncc2CO[C@@H]1CN(C)S(=O)(=O)c1ccc(Oc2ccccc2)cc1	.	0%	4%	-1	-15%
6	N#Cc1c(-c2ccco2)cc(C2CC2)nc1N	125%[activator]	-11%	2%	5	-9%
7	CS(=O)(=O)N1N=C(c2ccc(Cl)cc2)CC1c1cccs1 (stereo not drawn)	-5%	-1%	-4%	0	-18%
8	CC(C)(C)OC(=O)NCCCC[C@H](NC(=O)c1nc[nH]c1C(=O)NCc1ccc(CNC(=O)OC(C)(C)C)cc1)C(=O)OC(C)(C)C	2%[57.1 µM]	7%	3%	4	-29%
9	Cc1[nH]nc(SCC(=O)N2CCCC2)c1[N+](=O)[O-]	-5%	1%	2%	-10	-10%
10	CCOc1ncccc1C(=O)OCC(=O)c1cccs1	13%	-4%	2%	-3	-12%
11	NC(=O)c1ccccc1NC(=O)c1ccc2c(c1)OCO2	0%	-3%	11%	1	-16%
12	CN(CC(=O)Nc1ccc(F)cc1)CC(=O)NC1CCCCC1	1%	0%	-13%	-20	-19%
13	CCCCC(c1nnnn1CCOC)N1CCN(c2cccc(OC)c2)CC1 (stereo not drawn)	6%[57.1 µM]	0%	-1%	-2	-14%
14	Cc1nc2ncnn2c(C)c1CCC(=O)N1CCN(c2ccccc2)CC1	6%	5%	3%	-8	-3%
15	Cc1ccc(Nc2ncc3c(n2)CC(C)(C)CC3=O)cc1	-9%	0%	-7%	3	-13%

no.	TrxR1 inh	RGS4 inhibitor	Glioma ERSR ind	Vif-APOBEC3F blk
1	1%	2%	-2%	-7%
2	.	.	-5%	-17%
3	10%[57.1 µM]	-18%	-3%	0%
4	15%	9%	-4%	4%
5	.	.	-2%	2%
6	-27%	-18%	-1%	-1%
7	-3%	34%	0%	-5%
8	21%[57.1 µM]	-6%	-1%	-9%
9	18%	-1%	6%	-9%
10	24%	1%	2%	-7%
11	10%	-2%	-3%	-4%
12	19%	-13%	3%	2%
13	11%[57.1 µM]	1%[11.4 µM]	-5%	6%
14	36%[activator]	-6%	-3%	-1%
15	24%	-4%	8%	2%

# Next records follow:
no.	SMILES	TrxR1 substrate	Vif-APOBEC3G blk	mIDH1 inhibitor	LDHA inh	USP1-UAF1 inh
16	CCn1c(COc2ccccc2C)nnc1SCC(=O)N1CCC(C)CC1	1%[57.1 µM]	-2%	4%	3	3%
17	Cc1ccc(C(=O)Nc2nccs2)cc1	5%	-1%	7%	1	-17%
18	Fc1cccc(Cl)c1Cn1nnc(-c2ccc(N3CCOCC3)cc2)n1	-13%	-7%	-1%	-1	-17%
19	O=c1cc(-c2ccccc2)cc(-c2ccccc2)n1CCO	-6%	5%	1%	-4	-14%
20	O=C(NNc1cc(Br)c(O)c(Br)c1)c1ccccc1	5%[57.1 µM]	-21%	8%	36	1%
21	COc1cc2nc(N3CCCN(C)CC3)nc(Nc3ccncc3)c2cc1OC	18%	7%	.	2	.
22	COc1ccc(NC(=O)CSc2nc3ccsc3c(=O)n2Cc2ccccn2)c(OC)c1	7%[57.1 µM]	-3%	7%	4	-12%
23	CCC1=Nc2cc(C(=O)NCCCOC(C)C)ccc2Sc2ccccc21	-14%	-21%	0%	-4	-4%
24	Cc1ccc(NC(=O)CN2CCc3ccccc3C2)cc1C	-1%	-1%	2%	-4	-26%
25	Cc1ccc(C(=O)c2cn(CC(=O)NC3CCCCC3)c3nc(C)ccc3c2=O)cc1	-4%	1%	-3%	-5	-7%
26	COc1ccc(N2CCN(C(=O)CSc3nc4cc(OC)c(OC)cc4cc3C#N)CC2)cc1	11%	2%	9%	14	-19%
27	CCCCC[n+]1ccn(C2=C([O-])c3ccccc3C(=O)/C2=N\S(=O)(=O)c2ccccc2)c1	-9%	1%	0%	18	?
28	Cc1ccc(S(=O)(=O)N2CCN(C(=O)COC(=O)C3CC3C)CC2)c(C)c1 (stereo not drawn)	3%	-3%	0%	-1	-22%
29	COc1ccc2oc(=O)c(/C(C)=N/Nc3ccccc3)cc2c1	1%	-3%	6%	5	-5%
30	CCC(Sc1nnc2c(n1)[nH]c1ccccc12)C(=O)Nc1ccccc1OC (stereo not drawn)	0%	-2%	-18%	1	-7%

no.	TrxR1 inh	RGS4 inhibitor	Glioma ERSR ind	Vif-APOBEC3F blk
16	-11%[57.1 µM]	7%	-4%	-1%
17	17%[57.1 µM]	6%	-4%	2%
18	-15%	-35%	-2%	.
19	13%[57.1 µM]	-2%	-6%	0%
20	?	14%	1%	-4%
21	-30%	.	0%	.
22	37%[activator][57.1 µM]	-40%	-2%	0%
23	-23%	7%	-3%	-16%
24	13%	2%	6%	7%
25	22%	-33%	-2%	-6%
26	?	-37%	-3%	-1%
27	7%[57.1 µM]	5%	-6%	-1%
28	1%	-5%	-3%	3%
29	?	-8%	-1%	3%
30	12%	-4%	3%	-2%

# From entry 1 as far as 2, copied from above:
no.	SMILES	TrxR1 substrate	Vif-APOBEC3G blk	mIDH1 inhibitor	LDHA inh	USP1-UAF1 inh
1	CCCCN1C2=NCCCN2c2ccccc21	0%	-2%	0%	-4	-5%
2	Cc1ccc([C@H]2C[C@@H](O)[C@H](n3cc(COC(=O)c4ccccc4)nn3)CN2Cc2cccs2)cc1	.	-1%	15%	0	-5%

no.	TrxR1 inh	RGS4 inhibitor	Glioma ERSR ind	Vif-APOBEC3F blk
1	1%	2%	-2%	-7%
2	.	.	-5%	-17%

# Structures above that have fluorine, in the order listed:
no.	SMILES	TrxR1 substrate	Vif-APOBEC3G blk	mIDH1 inhibitor	LDHA inh	USP1-UAF1 inh
12	CN(CC(=O)Nc1ccc(F)cc1)CC(=O)NC1CCCCC1	1%	0%	-13%	-20	-19%
18	Fc1cccc(Cl)c1Cn1nnc(-c2ccc(N3CCOCC3)cc2)n1	-13%	-7%	-1%	-1	-17%

no.	TrxR1 inh	RGS4 inhibitor	Glioma ERSR ind	Vif-APOBEC3F blk
12	19%	-13%	3%	2%
18	-15%	-35%	-2%	.

# Other structures
no.	SMILES	TrxR1 substrate	Vif-APOBEC3G blk	mIDH1 inhibitor	LDHA inh	USP1-UAF1 inh
31	Cc1nc2ccccc2n1CC(=O)NCCN1CCOCC1	-3%	0%	-2%	5	1%
32	Cn1c(=O)c2sccc2n2c(CCCC(=O)N3CCCCC3)nnc12	6%	0%	13%	-1	-24%
33	COc1ccc(OC)c(CN2CCSCC2)c1	4%[57.1 µM]	-2%	8%	-15	-13%
34	Cn1cc(S(=O)(=O)N2CCCCCC2)cc1C(=O)Nc1ccccc1F	8%[57.1 µM]	0%	-1%	-6	-30%
35	COc1ccc(/C=C(/NC(=O)c2ccc(OC)c(OC)c2)C(=O)NCCCn2ccnc2)cc1	-7%	2%	-6%	-10	-14%
36	Cc1cccc(OCC(=O)OC(C)C(=O)Nc2ccc(Cl)cn2)c1 (stereo not drawn)	4%	-5%	-4%	-6	-5%
37	COCCNC(=O)c1ccc2c(=O)n(CCCN3CCCC3=O)c(=S)[nH]c2c1	-8%	1%	-2%	-12	-3%
38	Cc1ccc(NC(=O)CN(C)c2ccc(S(=O)(=O)N3CCCC3)cn2)cc1	-12%[57.1 µM]	4%	6%	2	-11%

no.	TrxR1 inh	RGS4 inhibitor	Glioma ERSR ind	Vif-APOBEC3F blk
31	1%	17%	-3%	-7%
32	23%	-6%	-5%	-11%
33	8%[57.1 µM]	12%	-8%	5%
34	24%[57.1 µM]	13%	-2%	0%
35	-4%	8%	-5%	-14%
36	10%	3%	-3%	-6%
37	-5%[57.1 µM]	-8%	1%	6%
38	15%[57.1 µM]	-21%	-1%	-19%
